AMA1 RON2 block = qHTS for Inhibitors of AMA1-RON; Towards Development of Antimalarial Drug Lead: Primary Screen; AlphaScreen AMA1-biotinylated RON2 peptide binding; Potency, µM (top dose mostly 58.2 µM), inactives show top-dose activity change, negative = inhibition, actives largely listed as inhibitors; AID 720542, 2013; 0.2% of 360,000 active; Plasmodium falciparum AMA1 (3D7) - RON2 peptide interaction;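 also: potency is read from the fitted curve at half-maximal effect; 0% = vehicle wells and -100% = peptide control; nearly all actives have a fitted effect of over 45% in size; some results filed as inactive show a strong effect at the top dose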
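AMA1 (3D7) with his tag at 25 nM final met compounds first, then biotinylated RON2 peptide at 25 nM; detection used donor plus acceptor beads, 10 µg/mL apiece, read by AlphaScreen after 30 min at room temperature.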
AmpC inh detg = qHTS Inhibitors of AmpC Beta-Lactamase (assay with detergent). Potency, µM (highest dose often 114 µM), without a hit: top-dose activity change, negative = inhibition, usual class: inhibitors. 0.041% of 370,000 active. AID 485294, 2010. AmpC hydrolysis of nitrocefin, absorbance 480 nm, 0.01% Triton. P00811;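 also: potency is read from the fitted curve at half-maximal effect; 0% = no-compound wells and -100% = no-enzyme wells; nearly all actives have a fitted effect of over 25% in size; some results filed as inactive show a strong effect at the top dose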
Target sequence (P00811 whole entry, looked up): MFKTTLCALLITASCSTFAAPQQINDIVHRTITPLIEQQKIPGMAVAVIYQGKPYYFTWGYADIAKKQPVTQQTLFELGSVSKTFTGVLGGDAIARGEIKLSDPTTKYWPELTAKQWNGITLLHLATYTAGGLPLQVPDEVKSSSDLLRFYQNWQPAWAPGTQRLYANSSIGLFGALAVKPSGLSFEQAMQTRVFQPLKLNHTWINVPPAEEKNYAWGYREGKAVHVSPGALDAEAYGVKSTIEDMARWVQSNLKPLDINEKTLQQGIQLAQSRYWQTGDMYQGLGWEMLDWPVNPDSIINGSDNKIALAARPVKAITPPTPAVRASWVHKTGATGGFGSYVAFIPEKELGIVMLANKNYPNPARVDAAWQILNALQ
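AmpC (5.3 nM in the dispensed reagent) in 20 mM phosphate pH 7.0 with 0.01% (detergent screen) or 0.0001% Triton X-100 was preincubated with compounds for 15 min at room temperature. Nitrocefin was then added from an 800 uM solution, and hydrolysis was followed at 480 nm.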
Giardia FBPA inh = qHTS Assay for Inhibitors of Fructose-1,6-bisphosphate Aldolase from Giardia Lamblia; A8B2U2; purified Giardia FBPA; Potency, µM (highest dose often 59.6 µM), for inactives: top-dose activity, negative = inhibition, hits mostly inhibitors; 0.71% of 290,000 active; also: potency is read from the fitted curve at half-maximal effect; nearly all actives have a fitted effect of over 55% in size
Target sequence (A8B2U2 whole entry, looked up): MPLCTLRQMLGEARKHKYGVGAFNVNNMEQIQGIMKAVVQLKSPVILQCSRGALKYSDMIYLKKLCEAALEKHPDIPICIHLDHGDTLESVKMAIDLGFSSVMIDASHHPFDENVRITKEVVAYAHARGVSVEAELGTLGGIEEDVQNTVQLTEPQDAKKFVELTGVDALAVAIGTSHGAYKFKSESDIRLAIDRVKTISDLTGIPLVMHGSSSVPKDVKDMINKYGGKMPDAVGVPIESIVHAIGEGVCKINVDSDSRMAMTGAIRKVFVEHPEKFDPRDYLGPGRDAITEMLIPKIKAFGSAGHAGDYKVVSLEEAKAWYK
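40 nM FBPA preincubated 10 min at RT with compound (up to 57.5 uM final), then substrate plus GAPDH/TPI/NAD/arsenate coupling and diaphorase/resazurin added. Fluorescence read after 20 min at RT, 525/598 nm.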
Sm TGR inh = qHTS Assay for the Inhibitors of Schistosoma Mansoni Peroxiredoxins. 3% of 360,000 active. Schistosoma mansoni thioredoxin glutathione reductase (TGR), Q962Y6. purified TGR, DTNB reduction, TNB absorbance 405 nm. Potency, µM (titrated, usually from 114 µM), inactives show at the top dose activity change, negative = inhibition, actives largely listed as inhibitors; also: potency is read from the fitted curve at half-maximal effect; nearly all actives have a fitted effect of over 60% in size
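First, TGR (20 nM dispensed) and NADPH were mixed with compound. Second, a 15 min room-temperature incubation followed. Third, further NADPH and then DTNB were added to start the reaction. Finally, TNB absorbance was monitored kinetically.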
HCMV inh = qHTS Assay for inhibitors of the human cytomegalovirus (HCMV) | HFF cells, HCMV-luciferase reporter, 72 h; hits give low values | activity change, negative = inhibition, % at 57.5 µM | 4.5% of 410,000 active | AID 1259415, 2018; in the data active = activity change below about -60%; inconclusive = no clear call, values can overlap the other calls; inactive = above about -39%
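Compounds were evaluated in HFFs infected with an HCMV luciferase reporter virus (MOI 1 PFU/cell). Luciferase in lysates collected 72 h post infection served as the replication measure.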
AmpC no deterg = qHTS Inhibitors of AmpC Beta-Lactamase (assay without detergent); P00811; AID 485341, 2010; 0.52% of 330,000 active; Potency, µM (top dose mostly 57.1 µM), inactives show at the highest dose activity change, negative = inhibition, usual class: inhibitors; AmpC nitrocefin hydrolysis, absorbance 480 nm, 0.0001% Triton;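 also: potency is read from the fitted curve at half-maximal effect; plate controls were no compound for no effect and no enzyme for full effect; nearly all actives have a fitted effect of over 20% in size; some results filed as inactive show a strong effect at the top dose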
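20 mM phosphate pH 7.0 + 0.01% (detergent screen) or 0.0001% Triton X-100; 5.3 nM AmpC reagent; cpd preinc 15 min RT; nitrocefin (800 uM stock) to start; A480 q20 s × 4 min; Activity was normalised to no-enzyme and no-compound control wells.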
* = called active by the depositor; [ ] = remark or other dose. Unless noted, calls follow the shape of the dose curve; as a rule, active = well fitted curve in the direction sought with a large enough effect; inconclusive = small, poorly fitted or top-dose-only effect, or another doubt; inactive = no such curve, though single readings can be large; an effect the other way counts as inactive or inconclusive. Unless noted, % is scaled to controls: 0 for no effect and ±100 for the full control effect. Compounds as they come; overall some 7.8% were active at least once.

O=C(Nc1ccc2oc(-c3cccc4c(Br)cccc34)nc2c1)c1ccc(F)cc1 was read as AmpC inh detg 5%, Sm TGR inh -2% and HCMV inh -3.
For Cc1cc(OCc2cc(C(=O)N(C)C3CCOC3)no2)cc(C)c1Cl (centres undefined) the results were AMA1 RON2 block 2%, AmpC inh detg -3%, Sm TGR inh 0%, HCMV inh 45 and AmpC no deterg 154%[activator].
For CC(C)OC(=O)NCCOC(=O)Nc1ccc(Cl)cc1 the results were AMA1 RON2 block 3%, AmpC inh detg -5%, Giardia FBPA inh -2%, Sm TGR inh 0%, HCMV inh -10 and AmpC no deterg -12%.
Screening N#Cc1c(-c2ccccc2)cc2nc3ccccc3n2c1N returned AMA1 RON2 block 10%, AmpC inh detg 0%, Giardia FBPA inh 4%, Sm TGR inh -3%, HCMV inh 10 and AmpC no deterg -19%.
`O=C(CN1CCSc2ccccc21)N1CCN(c2ccc(F)cc2)CC1` gave AmpC inh detg 0%, Sm TGR inh 4% and HCMV inh 10.
For Cc1ccccc1NC1=C(Cl)C(=O)OC1NC(=O)c1ccccc1 (centres undefined) the results were AMA1 RON2 block -1%, AmpC inh detg -14%, Giardia FBPA inh -4%, Sm TGR inh -18%, HCMV inh -82* and AmpC no deterg -24%.
Screening COC(=O)Nc1nnc(-c2ccco2)s1 returned AMA1 RON2 block 2%, AmpC inh detg -5%, Giardia FBPA inh 4%, Sm TGR inh inconclusive, HCMV inh -2 and AmpC no deterg -18%.
For CC(=O)Nc1ccccc1NC(=O)c1cc(C)ccc1C the results were AMA1 RON2 block 5%, AmpC inh detg 4%, Giardia FBPA inh 3%, HCMV inh inconclusive and AmpC no deterg -3%.
For CCCCOc1ccc(C2=NNC(=O)CC2)cc1 the results were AMA1 RON2 block 17%, AmpC inh detg -12%, Giardia FBPA inh 10%, Sm TGR inh -16%, HCMV inh 8 and AmpC no deterg -12%.
`CCCC(=O)N(CCN1CCOCC1)c1nc2cc(C)c(C)cc2s1` gave AMA1 RON2 block -16%, AmpC inh detg -2%, Sm TGR inh -8%, HCMV inh 0 and AmpC no deterg 175%[activator].
CCOC(=O)c1ccc(NC(=S)NC(=O)C2CCCC2)cc1 was read as AMA1 RON2 block 9%, AmpC inh detg -5%, Sm TGR inh inconclusive, HCMV inh 50 and AmpC no deterg -44%.
`NNC(=O)CCn1nnc2ccccc21` gave AMA1 RON2 block 30%, AmpC inh detg -9%, Giardia FBPA inh 0%, Sm TGR inh 4%, HCMV inh 4 and AmpC no deterg -22%.
Screening C=CCN(CC=C)C(=O)COC(=O)c1n[nH]c2ccccc12 returned AMA1 RON2 block 4%, AmpC inh detg inconclusive, Giardia FBPA inh -4%, Sm TGR inh 4%, HCMV inh 49 and AmpC no deterg -3%[11.4 µM].
For NCCOc1ccccc1-c1ccccc1 the results were AMA1 RON2 block -4%, AmpC inh detg inconclusive, Giardia FBPA inh -1%, Sm TGR inh 36%, HCMV inh 24 and AmpC no deterg -22%.
O=C(OCc1c(F)cccc1Cl)c1cc([N+](=O)[O-])ccc1N1CCOCC1 was read as AMA1 RON2 block inconclusive, AmpC inh detg -21%, Sm TGR inh -2%, HCMV inh -23 and AmpC no deterg 1%.
`Cc1ccc(NC(=O)c2nc[nH]c2C(=O)N2CCc3ccccc3C2)cc1` gave AMA1 RON2 block 39%[activator], AmpC inh detg 7%, Sm TGR inh 3%, HCMV inh -75* and AmpC no deterg -22%.
For COc1cccc(Cl)c1NC(=O)N1CCN(c2cc(C)nc3ccccc23)CC1 the results were AMA1 RON2 block -14%, AmpC inh detg 8%, Giardia FBPA inh 5%, Sm TGR inh 11%, HCMV inh -80* and AmpC no deterg 74%[activator].
Screening COc1cccc(C2C3=C(CC(C)(C)CC3=O)Nc3cc(OC)c(OC)cc32)c1 (centres undefined) returned AMA1 RON2 block -4%, AmpC inh detg 3%, Giardia FBPA inh 11%, Sm TGR inh -11%, HCMV inh 42 and AmpC no deterg 37%.
`CCC1CCCCN1C(=O)CCn1ccnc1` (centres undefined) gave AMA1 RON2 block 1%, AmpC inh detg 1%, Giardia FBPA inh 5%, Sm TGR inh inconclusive, HCMV inh 18 and AmpC no deterg -7%.
For CCCC1CC(c2csc(N)n2)CCO1 (centres undefined) the results were AMA1 RON2 block -8%, AmpC inh detg -11%, Giardia FBPA inh 4%, Sm TGR inh 0%, HCMV inh -8 and AmpC no deterg -9%.

The final 3 records of the part above are carried over, then new ones follow.
Screening COc1cccc(C2C3=C(CC(C)(C)CC3=O)Nc3cc(OC)c(OC)cc32)c1 (centres undefined) returned AMA1 RON2 block -4%, AmpC inh detg 3%, Giardia FBPA inh 11%, Sm TGR inh -11%, HCMV inh 42 and AmpC no deterg 37%.
`CCC1CCCCN1C(=O)CCn1ccnc1` (centres undefined) gave AMA1 RON2 block 1%, AmpC inh detg 1%, Giardia FBPA inh 5%, Sm TGR inh inconclusive, HCMV inh 18 and AmpC no deterg -7%.
For CCCC1CC(c2csc(N)n2)CCO1 (centres undefined) the results were AMA1 RON2 block -8%, AmpC inh detg -11%, Giardia FBPA inh 4%, Sm TGR inh 0%, HCMV inh -8 and AmpC no deterg -9%.
Screening Cc1cc(C)c(CN2CCN(C(=O)Cn3cnc(C(=O)Nc4ccc(C)c(C)c4)n3)CC2)c(C)c1 returned AMA1 RON2 block 5%, HCMV inh -102* and AmpC no deterg 26%.
For CC(C)CNc1nc(N)c([N+](=O)[O-])c(N2CCCCCC2)n1 the results were AMA1 RON2 block -17%, AmpC inh detg -1%, Giardia FBPA inh 6%, Sm TGR inh -1%, HCMV inh -99* and AmpC no deterg -23%.
`CCOC(=O)Cc1csc(NC(=O)c2ccc(C)o2)n1` gave AMA1 RON2 block 4%, AmpC inh detg 0%, Giardia FBPA inh 0%, Sm TGR inh 0%, HCMV inh -13 and AmpC no deterg -21%.
Screening Cc1nc2ccccn2c1C(=O)CSc1ccccc1 returned AMA1 RON2 block -22%, AmpC inh detg inconclusive, Giardia FBPA inh 2%, Sm TGR inh 2%, HCMV inh -20 and AmpC no deterg 0%.
`CCCCNC(=S)NNC(=O)c1nn(C)c(C)c1Cl` gave AMA1 RON2 block 81%[activator], AmpC inh detg 2%, Giardia FBPA inh 27%, Sm TGR inh inconclusive, HCMV inh 40 and AmpC no deterg -9%.
For O=C(COC(=O)c1ccc2c(c1)S(=O)(=O)N=C1CCCCCN12)NCCc1ccc(F)cc1 the results were AMA1 RON2 block 19%, AmpC inh detg 2%, Giardia FBPA inh 4%, Sm TGR inh -7%, HCMV inh 35 and AmpC no deterg -27%.
For O=C(CCC(=O)c1cccs1)NNC(=O)c1cccc(Cl)c1 the results were AMA1 RON2 block 84%[activator], AmpC inh detg inconclusive, Sm TGR inh -11%, HCMV inh 5 and AmpC no deterg -15%.
For CC(C)Nc1nnc(Sc2ccc(Cl)cc2[N+](=O)[O-])s1 the results were AMA1 RON2 block -10%, AmpC inh detg -16%, Giardia FBPA inh -3%, Sm TGR inh -3%, HCMV inh 5 and AmpC no deterg -17%.
`COc1cccc(C(=O)N/N=c2/oc3ccccc3cc2C(N)=O)c1` gave AMA1 RON2 block 57%[activator], AmpC inh detg 6%, Giardia FBPA inh -14%, Sm TGR inh 6%, HCMV inh -14 and AmpC no deterg -24%.
Screening COc1ccc(CC(=O)NCCc2ccc(Cl)cc2Cl)cc1 returned AMA1 RON2 block 6%, AmpC inh detg 0%, Giardia FBPA inh 9%, Sm TGR inh -3%, HCMV inh -17 and AmpC no deterg 2%.
For CCCC1=NN(C(=O)C(=O)Nc2ccc(Br)cc2)C(O)(C(F)(F)F)C1 (centres undefined) the results were AMA1 RON2 block 70%[activator], AmpC inh detg -15%, Giardia FBPA inh 4%, Sm TGR inh 5%, HCMV inh -29 and AmpC no deterg -39%.
CCCCn1nc(NC(=O)c2cccc(Cl)c2)c2cc3ccc(C)cc3nc21 was read as AmpC inh detg -7%, Sm TGR inh 2% and HCMV inh 4.
`COc1ccc(NC(=O)CSc2nnnn2-c2ccccc2OC)c(OC)c1` gave AMA1 RON2 block 0%, AmpC inh detg -11%, Giardia FBPA inh 3%, Sm TGR inh -5%, HCMV inh -1 and AmpC no deterg -20%.
Screening CCCN(CC(=O)Nc1ccccc1OC)C(=O)c1ccc2[nH]c3c(c2c1)CC(C)CC3 (centres undefined) returned AMA1 RON2 block -4%[11.6 µM], AmpC inh detg -5%, Sm TGR inh -11%, HCMV inh -4 and AmpC no deterg -6%.
Screening CN(CCOc1ccc(-c2ccn(S(=O)(=O)c3ccc(Cl)cc3)n2)cc1)c1ccccn1 returned AMA1 RON2 block -16%, AmpC inh detg -11%, Giardia FBPA inh -2%, Sm TGR inh 0%, HCMV inh -33 and AmpC no deterg -20%.
For C=CCNC(=O)Nc1ccc(F)cc1F the results were AMA1 RON2 block -6%, AmpC inh detg -7%, Giardia FBPA inh 3%, Sm TGR inh 10%, HCMV inh -16 and AmpC no deterg -14%.
Cc1cc(Cl)cc2sc(NC(=O)C3CC3)nc12 was read as AMA1 RON2 block 14%, AmpC inh detg -10%, Giardia FBPA inh 4%, Sm TGR inh 2%, HCMV inh 29 and AmpC no deterg -20%.
Screening Cc1ccc(NC(=O)NC(=O)N(C2CCCCC2)S(=O)(=O)c2ccccc2)cc1 returned AMA1 RON2 block -5%, AmpC inh detg 6%, Giardia FBPA inh 1%, Sm TGR inh 5%, HCMV inh inconclusive and AmpC no deterg -15%.
For O=C(NC12CC3CC(CC(C3)C1)C2)C1CCCN1C(=O)Nc1ccccc1 (centres undefined) the results were AMA1 RON2 block 15%, AmpC inh detg -3%, Sm TGR inh 5%, HCMV inh 4 and AmpC no deterg -1%.
`CCN1CCN(C(=O)c2sc3ncnc(N4CCc5ccccc5C4)c3c2C)CC1` gave AMA1 RON2 block -4%, AmpC inh detg -6%, Giardia FBPA inh 0%, Sm TGR inh 0%, HCMV inh -11 and AmpC no deterg 185%[activator].
CCC/C(=N/NC(=O)c1ccc2c(c1)OCO2)c1cccs1 was read as AMA1 RON2 block 0%, AmpC inh detg 5%, Giardia FBPA inh 5%, Sm TGR inh 4%, HCMV inh 61 and AmpC no deterg -4%.
Screening Cn1c(SCC(=O)NCc2ccco2)nnc1C1CCCC1 returned AMA1 RON2 block 0%, AmpC inh detg -3%, Sm TGR inh -19%, HCMV inh 14 and AmpC no deterg -9%.
Oc1[nH]c2ccccc2c1N=NC(=S)N1CCOCC1 was read as AMA1 RON2 block -48%, AmpC inh detg 2%, Giardia FBPA inh 18µM*, Sm TGR inh -19% and AmpC no deterg -27%.
`CC(C)(C)C1(O)CC(C(F)(F)F)=NN1C(=O)CCCc1ccccc1` (centres undefined) gave AMA1 RON2 block 21%, AmpC inh detg -7%, Giardia FBPA inh 0%, Sm TGR inh -8%, HCMV inh -11 and AmpC no deterg -4%.
